Assay outcomes as filed in PubChem BioAssay.
ABCB1 inh: blocks JC-1 efflux by human ABCB1 transporter; CCRF-Adr cells, flow cytometry; inhibition, % at 6.6 µM; actives 0.067% (n = 190,000); AID 1326; in the data active means inhibition above about 40%;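 further: 0% = vehicle and 100% = reference inhibitor; higher value means more JC-1 retained so stronger ABCB1 efflux block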
Pf gametocyte: kills late stage P. falciparum gametocytes; inhibition, % at 10.9 µM; P. falciparum stage V gametocytes, ATP luminescence, 24 h; actives 0.065% (n = 150,000);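 active means inhibition above the mean plus 3 SD of compounds within the control limits, set per campaign, cut at about 38% in these data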;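 further: 0% = DMSO wells and 100% = medium only without gametocytes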
Rac1 wt GTP bind: modulators of human Rac1 wildtype GTP binding; actives 0.27% (n = 190,000); GTP binding activity (% of control), % at 10 µM; GST-Rac1 beads, fluorescent GTP binding, flow cytometry; actives lie on both sides; 0 = cold GTP competed, 100 = untreated; P63000;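 active means GTP binding activity at least 20 points away from the 100% control level, either lower or higher; inconclusive means compound flagged as likely green fluorescent, judged across all proteins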
Avidin bead fluor: compound fluoresces at 488/530 nm on avidin beads | compound fluorescence 488/530 nm, flow cytometry; active compounds read high | fluorescence (KMESF) at 10 µM | actives 0.38% (n = 220,000) | AID 1775; in the data active means fluorescence above about 47; further: inactives centre near 10
GSH fluor: GSH bead compound fluorescence profile. GSH beads flow cytometry, compound fluorescence 488/530 nm; active compounds read high. fluorescence (KMESF) at 10 µM. actives 0.25% (n = 190,000); in the data active means fluorescence above about 89;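 further: glutathione beads carrying GST-tagged Bcl family fusion proteins plus one bare bead set; values are compound well signal with DMSO vehicle wells as background; inactives centre near 16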
Cdc42 wt: modulators (inhibitors or activators) of GTP binding to human Cdc42 wildtype; P60953; GST-Cdc42 beads, Bodipy-GTP binding, flow cytometry; actives lie on both sides; percent activity (GTP binding), % at 10 µM; actives 0.2% (n = 190,000); AID 761;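 active means percent activity GTP binding at least 20 points away from the 100% baseline, either down as inhibitor or up as activator; inconclusive means compound flagged as likely green fluorescent from well-wide comparison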;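 further: median bead fluorescence of bound Bodipy-FL-GTP at 100 nM; 0% = excess unlabeled GTP control and 100% = no compound control; below 100% means less GTP binding so inhibitor and above means activator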
Target sequence (P60953 whole entry, looked up): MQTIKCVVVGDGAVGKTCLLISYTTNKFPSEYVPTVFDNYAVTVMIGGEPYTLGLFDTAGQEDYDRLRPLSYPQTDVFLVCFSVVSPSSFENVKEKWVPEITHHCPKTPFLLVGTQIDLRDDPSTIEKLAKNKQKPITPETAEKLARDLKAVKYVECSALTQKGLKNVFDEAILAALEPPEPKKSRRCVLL
Rab7 wt modul: modulators of GTP binding to dog Rab7 wildtype GTPase; GST-Rab7 beads, fluorescent GTP binding, flow cytometry; actives lie on both sides; untreated = 100%, excess cold GTP = 0%; GTP binding activity (percent of control), % at 10 µM; actives 0.055% (n = 190,000);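 active means fluorescent GTP binding to Rab7 beads changed by at least 20 points from the 100% baseline, either direction, mostly lower; inconclusive means compound itself probably fluorescent, or too few beads counted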;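 further: median green fluorescence of bound Bodipy-FL-GTP per Rab7 bead population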
ABCG2 block: human ABCG2 inhibition, ABCB1 as counter-screen. Q9UNQ0. IgMXP3 cells, JC-1 efflux, flow cytometry. inhibition, % at 6.6 µM. AID 1325. actives 0.1% (n = 190,000);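 active means inhibition above 80%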;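 further: 0% = DMSO and 100% = nicardipine control wells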
Target sequence (Q9UNQ0 whole entry, looked up): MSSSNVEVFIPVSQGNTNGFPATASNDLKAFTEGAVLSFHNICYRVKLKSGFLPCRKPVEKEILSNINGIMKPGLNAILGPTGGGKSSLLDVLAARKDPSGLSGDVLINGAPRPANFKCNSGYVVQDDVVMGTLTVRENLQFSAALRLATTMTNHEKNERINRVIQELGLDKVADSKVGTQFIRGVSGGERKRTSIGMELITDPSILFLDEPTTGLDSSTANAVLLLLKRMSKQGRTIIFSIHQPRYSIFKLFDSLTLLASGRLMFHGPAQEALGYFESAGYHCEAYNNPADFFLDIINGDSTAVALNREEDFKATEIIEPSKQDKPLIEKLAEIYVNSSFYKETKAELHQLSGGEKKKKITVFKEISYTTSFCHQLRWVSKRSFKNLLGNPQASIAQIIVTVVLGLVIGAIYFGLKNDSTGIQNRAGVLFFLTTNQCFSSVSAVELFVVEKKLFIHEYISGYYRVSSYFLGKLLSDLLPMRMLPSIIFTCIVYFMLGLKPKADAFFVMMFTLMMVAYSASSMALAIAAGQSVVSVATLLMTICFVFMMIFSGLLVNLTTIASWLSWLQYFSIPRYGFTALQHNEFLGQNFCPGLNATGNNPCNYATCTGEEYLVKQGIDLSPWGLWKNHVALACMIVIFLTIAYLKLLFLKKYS
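Read-out basis: Efflux inhibition in percent versus controls | Test system: ABCG2 IgMXP3 and barcoded ABCB1 CCRF-Adr cell mix | Quantity: 3 million cells/mL in well | Schedule: 10 min at 25 °C | Control set: Nicardipine as high control, DMSO as low control | Reagent: JC-1 as fluorescent efflux pump substrate | Signal: Flow cytometry of retained JC-1 fluorescence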
Rab2A wt mod: changes GTP binding to wildtype dog Rab2A, up or down; P61105; GST-Rab2 wt beads, Bodipy-GTP binding, flow cytometry; GTP binding activity, % at 10 µM; actives 0.19% (n = 190,000); AID 760;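 active means GTP binding activity at least 20 points away from 100%, either lowered or raised; inconclusive means signal likely due to the compound's own green fluorescence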;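 further: 0% = beads with excess unlabeled GTP and 100% = no-compound control corrected for plate trend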
HRas wt GTP bind: human HRas wildtype GTP binding, change in either direction | P01112 | GST-Ras wt beads, Bodipy-FL-GTP binding, flow cytometry; actives lie on both sides | GTP binding activity, % at 10 µM | actives 0.14% (n = 190,000);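 active means GTP binding activity at least 20% away from the 100% baseline, either lowered as inhibitor or raised as activator; inconclusive means flagged as likely green fluorescent, judged across all proteins in the well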;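 further: 0% = unlabeled GTP competition control and 100% = no-compound control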
Target sequence (P01112 whole entry, looked up): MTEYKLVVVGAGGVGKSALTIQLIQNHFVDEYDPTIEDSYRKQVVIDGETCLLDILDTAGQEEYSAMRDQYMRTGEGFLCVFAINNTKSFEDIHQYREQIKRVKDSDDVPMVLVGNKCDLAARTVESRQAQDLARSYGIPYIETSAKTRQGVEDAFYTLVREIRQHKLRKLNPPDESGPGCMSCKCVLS
Rac1 act GTP bind: modulators of GTP binding to human Rac1 activated mutant. P63000. GST-Rac1 activated beads, fluorescent GTP binding, flow cytometry; actives lie on both sides; 100% means binding = to untreated wells. percent activity (GTP binding), % at 10 µM. actives 0.11% (n = 190,000). AID 764;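 active means GTP binding at least 20 percentage points away from the 100% baseline, in either direction, so actives lie on both sides; inconclusive means Compound likely fluorescent itself, or too few beads counted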
* marks the source's active call; other numbers are inactive results; ? = inconclusive; . = no result given.

SMILES	ABCB1 inh	Pf gametocyte	Rac1 wt GTP bind	Avidin bead fluor	GSH fluor	Cdc42 wt	Rab7 wt modul	ABCG2 block	Rab2A wt mod	HRas wt GTP bind	Rac1 act GTP bind
C=CCOCC(O)CS(=O)(=O)Cc1ccc(Cl)cc1 (stereo not drawn)	1.0	.	101	14	8	100	101	2	101	103	96
COc1ccc(-c2nnc(SC(C)C(=O)Nc3c(C)n(C)n(-c4ccccc4)c3=O)o2)cc1 (stereo not drawn)	0.1	.	99	9	25	103	102	0	104	102	99
CCOC(=O)c1cccc(NC(=O)C2CCN(S(=O)(=O)c3cccs3)CC2)c1	0.8	.	99	11	9	102	100	6	102	101	100
CCC(Sc1nc2cc(OC)c(OC)cc2c(=O)n1Cc1ccc(OC)cc1)C(=O)NCCOC (stereo not drawn)	7.0	-14	103	7	17	98	93	3	97	97	100
NS(=O)(=O)c1ccc(N/N=C2/CCCc3ccccc32)c([N+](=O)[O-])c1	1.2	-17	99	8	16	95	95	7	96	96	94
CCN(c1c(C)n(C)n(-c2ccccc2)c1=O)S(C)(=O)=O	2.9	6	95	14	33	99	97	15	96	100	93
CCOc1cccc(C(=O)Nc2ccc(N(CC)CC)cc2)c1	1.8	.	102	22	17	102	101	46	100	100	98
COc1ccc(O)c(-c2cc(-c3cccc(Br)c3)n[nH]2)c1	1.2	.	?	7	26	?	?	6	?	?	?
CCOC(=O)N1CCN(Cc2cccs2)CC1	0.0	3	103	7	11	102	102	-1	102	102	98
CN(C)CCCN(C(=O)CCc1ccccc1)c1nc2ccc(F)cc2s1	0.2	6	104	17	19	99	99	1	101	101	100
O=C(c1ccc([N+](=O)[O-])cc1)N1CCSC1c1ccc(Cl)cc1 (stereo not drawn)	2.5	14	102	11	12	98	94	12	98	98	100
CCc1nn(-c2ccccc2)c(=S)c2ccccc12	-0.1	19	102	11	12	102	108	0	107	105	99
Cc1cccc(CC(C)NC(=O)CCc2nnc(CCCCc3ccccc3)o2)n1 (stereo not drawn)	0.6	20	102	11	13	94	102	1	95	101	97
NNC(=O)c1csc(-c2cccc(C(F)(F)F)c2)n1	0.1	-8	100	13	15	96	100	1	97	97	98
CC(C(=O)Nc1nccs1)N1C(=O)C2CC=CCC2C1=O (stereo not drawn)	0.0	-19	102	11	52	103	103	1	99	101	97
O=C(/C=C/c1cccs1)NC1CC1	0.0	9	100	27	20	96	104	0	99	100	94
Cc1cc(C)n(-c2n[nH]c(C)c2[N+](=O)[O-])n1	-0.5	-3	94	10	11	92	97	-1	96	92	90
CC(C)(C)NC(=O)COc1ccc(CNn2nnnc2N)cc1	0.0	.	98	8	10	98	97	0	98	98	98
Nc1ccccc1C(=O)NCc1ccc(F)cc1	0.2	-18	96	8	9	96	94	4	94	94	96
O=C(OCc1nnc(-c2ccccc2)o1)c1cccnc1Cl	0.1	13	99	9	13	100	108	23	101	102	99
CC1(C)C(=O)OC(C(=O)c2ccc(Cl)cc2)C(C)(C)C1=O (stereo not drawn)	-0.2	.	101	2	6	104	101	-2	99	100	100
CSc1nc2c(c(=O)n1C)SC(C)C2 (stereo not drawn)	0.3	.	?	8	24	?	?	3	?	?	?
CCOC(=O)C(=O)/C(=C\N(C)C)c1onc(-c2ccccc2)c1C(=O)OC	0.5	-8	98	9	55	97	95	1	96	97	95
COc1ccc(S(=O)(=O)/N=C2/NC(=O)/C(=C\c3ccco3)S2)cc1	-0.1	14	93	13	17	92	96	0	95	95	94
C/C(=N\NC(=O)CCc1ccc(S(=O)(=O)N2CCOCC2)cc1)c1ccc(Br)cc1	0.9	-9	99	12	13	94	101	6	95	98	94
O=C(Cc1cccs1)Nc1nnc(SCc2cccc3ccccc23)s1	0.0	3	103	11	19	103	99	2	99	99	100
Cc1cccc(NC(=O)c2cc([N+](=O)[O-])ccc2N2CCN(C)CC2)c1	0.3	-9	98	10	18	95	109	4	99	101	99
COC(=O)c1cn(NC(=O)Cc2ccc(Cl)c(Cl)c2)c(=O)c2ccccc12	16	13	98	3	10	96	93	25	97	97	97
O=C(NNC1=NC2(CCCC2)Cc2ccccc21)c1ccncc1	0.2	.	96	8	24	89	111	3	103	97	94
CCN(Cc1ccccc1)C(=O)C1CCC(CNc2c(N3CCOCC3)c(=O)c2=O)CC1 (stereo not drawn)	0.2	.	108	8	21	100	102	0	99	101	98
Cc1ccc(-c2csc(-c3c[nH]c4ccccc34)n2)c(C)c1	0.3	.	?	14	24	?	?	2	?	?	?
CCCCc1c(O)nc2sc3cc(OC)ccc3n2c1=O	0.0	-4	102	10	37	96	97	11	95	99	96
Cc1cc(C)n(-c2nc3ccccc3c(=O)n2OCC(=O)OCc2ccccc2)n1	0.8	-9	102	38	10	100	99	3	100	102	99
COc1cc2c(cc1NC(=O)C(C)OC(=O)c1ccc(S(=O)(=O)Nc3ccccc3Cl)cc1)oc1ccccc12 (stereo not drawn)	-1.1	.	90	14	16	92	100	-1	96	93	89
Cc1cccc(Sc2nc(-c3ccccc3)ccc2C#N)c1	-0.2	-12	102	6	23	106	94	0	103	103	102
O=C1OC(/C=C/c2ccccc2)=NC/1=C\c1cccnc1	-0.2	-4	99	10	69	100	99	1	100	98	96
Cc1nn(C)cc1C(N)=O	1.2	10	103	14	23	103	100	3	104	104	100
Nc1nc2c(Cl)cc(Cl)cc2s1	0.9	4	99	6	18	95	107	11	99	96	93
COc1ccc(S(=O)(=O)N(C)CC(=O)NCCC2=CCCCC2)cc1	0.8	.	101	12	25	102	100	2	101	101	102
CC(C)NS(=O)(=O)c1ccc(Oc2ncc(C(F)(F)F)cc2Cl)cc1	0.6	-24	101	5	61	100	98	3	99	99	97
c1ccc(-c2csc3ncnc(NCCN4CCOCC4)c23)cc1	-1.2	.	100	14	41	104	94	4	97	99	94
CC(=O)Nc1ccc(NC(=O)C2CCN(C(=O)c3ccc([N+](=O)[O-])cc3)CC2)cc1	2.3	10	96	11	11	96	98	10	98	98	97
CCCNC(=O)COC(=O)c1ccc(OCC(=O)Nc2ccccc2OC)c(OC)c1	0.3	.	92	15	12	95	96	1	94	97	93
Cc1ccc(-c2nnnn2C2C/C(=N\NC(N)=S)C3OCC2O3)cc1 (stereo not drawn)	-0.2	-14	100	19	9	96	96	0	93	96	94
O=C(NCCC1=CCCCC1)C1COc2ccccc2O1 (stereo not drawn)	0.2	-9	100	12	9	100	96	1	98	100	97
Cc1ccc(C)c2[nH]c(=O)c(CN(Cc3ccco3)C(=O)Nc3ccccc3)cc12	4.4	.	99	21	11	99	95	7	97	99	94
C=CCN1C(=O)C(CC(=O)O)SC1=Nc1ccc(C(=O)O)cc1 (stereo not drawn)	0.1	9	97	11	11	95	99	0	97	98	96
CCOC(=O)N1CCN(C(=O)CN(c2cc(C(F)(F)F)ccc2Cl)S(C)(=O)=O)CC1	0.4	.	108	9	16	107	102	2	103	103	99
O=C(/C=C/Nc1ccc(Cc2ccc(N/C=C/C(=O)C(F)(F)F)cc2)cc1)C(F)(F)F	1.6	.	104	15	18	102	100	-4	99	100	100
CCCNS(=O)(=O)c1cccc(C(=O)NC2CCCc3ccccc32)c1 (stereo not drawn)	0.9	-10	103	7	14	99	99	48	98	99	97
CN(Cc1nc2ccccc2[nH]1)Cc1nc(CC2CC2)no1	1.9	-26	101	8	14	97	99	5	98	99	96
O=C(NC1CC1)C1=C[C@H](c2ccccc2)C[C@H](OCc2ccc(CO)cc2)O1	-0.1	-9	97	7	18	95	102	-1	99	99	97
Cc1ccc(S(=O)(=O)N2CCOCC2)cc1NC(=O)COc1ccc(-c2nnco2)cc1	-0.5	12	105	11	11	104	104	21	101	102	102
Cc1ccc(N=Cc2ccc(N(C)C)cc2)cc1C	-0.1	-18	105	10	12	97	108	6	102	100	96
CC1CCN(CCCNC(=O)c2cn(C)c3ccc(S(=O)(=O)N4CCCC4)cc3c2=O)CC1	0.2	14	109	13	33	108	100	0	103	103	100
Cc1ccc(CSCc2ccc(C(=O)NC3CCCC3)o2)cc1	-0.4	4	94	8	19	94	91	5	95	93	89

11 successive entries out of the list so far, for reference:
SMILES	ABCB1 inh	Pf gametocyte	Rac1 wt GTP bind	Avidin bead fluor	GSH fluor	Cdc42 wt	Rab7 wt modul	ABCG2 block	Rab2A wt mod	HRas wt GTP bind	Rac1 act GTP bind
CCCNC(=O)COC(=O)c1ccc(OCC(=O)Nc2ccccc2OC)c(OC)c1	0.3	.	92	15	12	95	96	1	94	97	93
Cc1ccc(-c2nnnn2C2C/C(=N\NC(N)=S)C3OCC2O3)cc1 (stereo not drawn)	-0.2	-14	100	19	9	96	96	0	93	96	94
O=C(NCCC1=CCCCC1)C1COc2ccccc2O1 (stereo not drawn)	0.2	-9	100	12	9	100	96	1	98	100	97
Cc1ccc(C)c2[nH]c(=O)c(CN(Cc3ccco3)C(=O)Nc3ccccc3)cc12	4.4	.	99	21	11	99	95	7	97	99	94
C=CCN1C(=O)C(CC(=O)O)SC1=Nc1ccc(C(=O)O)cc1 (stereo not drawn)	0.1	9	97	11	11	95	99	0	97	98	96
CCOC(=O)N1CCN(C(=O)CN(c2cc(C(F)(F)F)ccc2Cl)S(C)(=O)=O)CC1	0.4	.	108	9	16	107	102	2	103	103	99
O=C(/C=C/Nc1ccc(Cc2ccc(N/C=C/C(=O)C(F)(F)F)cc2)cc1)C(F)(F)F	1.6	.	104	15	18	102	100	-4	99	100	100
CCCNS(=O)(=O)c1cccc(C(=O)NC2CCCc3ccccc32)c1 (stereo not drawn)	0.9	-10	103	7	14	99	99	48	98	99	97
CN(Cc1nc2ccccc2[nH]1)Cc1nc(CC2CC2)no1	1.9	-26	101	8	14	97	99	5	98	99	96
O=C(NC1CC1)C1=C[C@H](c2ccccc2)C[C@H](OCc2ccc(CO)cc2)O1	-0.1	-9	97	7	18	95	102	-1	99	99	97
Cc1ccc(S(=O)(=O)N2CCOCC2)cc1NC(=O)COc1ccc(-c2nnco2)cc1	-0.5	12	105	11	11	104	104	21	101	102	102
